Compound activity (PubChem)
GSH bead fluor = GSH bead compound fluorescence profile; AID 1776; GSH beads flow cytometry, compound fluorescence 488/530 nm; stronger effect = higher value; fluorescence (KMESF) at 10 µM; hit rate 0.25% among 190,000; in the data active = fluorescence above about 89;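 also: glutathione beads carrying GST-tagged Bcl family fusion proteins plus one bare bead set; values are compound well signal with DMSO vehicle wells as background; inactives centre near 16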
Rac1 wt modul = alters GTP binding to wildtype human Rac1 | P63000 | GST-Rac1 beads, fluorescent GTP binding, flow cytometry; actives lie on both sides; 0 = cold GTP competed, 100 = untreated | GTP binding activity (% of control), % at 10 µM | hit rate 0.27% among 190,000 | AID 757;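 active = GTP binding activity at least 20 points away from the 100% control level, either lower or higher; inconclusive = compound flagged as likely green fluorescent, judged across all proteins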
Pf gamet viab = kills late stage P. falciparum gametocytes; inhibition, % at 10.9 µM; P. falciparum stage V gametocytes, ATP luminescence, 24 h; AID 743093; hit rate 0.065% among 150,000;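 active = inhibition above the mean plus 3 SD of compounds within the control limits, set per campaign, cut at about 38% in these data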;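 also: 0% = DMSO wells and 100% = medium only without gametocytes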
ABCB1 inh = blocks JC-1 efflux by human ABCB1 transporter. inhibition, % at 6.6 µM. P08183. hit rate 0.067% among 190,000. CCRF-Adr cells, flow cytometry; in the data active = inhibition above about 40%;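 also: 0% = vehicle and 100% = reference inhibitor; higher value means more JC-1 retained so stronger ABCB1 efflux block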
Avidin bead fluor = compound fluoresces at 488/530 nm on avidin beads; compound fluorescence 488/530 nm, flow cytometry; stronger effect = higher value; fluorescence (KMESF) at 10 µM; hit rate 0.38% among 220,000; AID 1775; in the data active = fluorescence above about 47; also: inactives centre near 10
ABCG2 block = human ABCG2 inhibition, ABCB1 as counter-screen. IgMXP3 cells, JC-1 efflux, flow cytometry. inhibition, % at 6.6 µM. Q9UNQ0. AID 1325. hit rate 0.1% among 190,000;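 active = inhibition above 80%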;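 also: 0% = DMSO and 100% = nicardipine control wells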
Target sequence (Q9UNQ0 whole entry, looked up): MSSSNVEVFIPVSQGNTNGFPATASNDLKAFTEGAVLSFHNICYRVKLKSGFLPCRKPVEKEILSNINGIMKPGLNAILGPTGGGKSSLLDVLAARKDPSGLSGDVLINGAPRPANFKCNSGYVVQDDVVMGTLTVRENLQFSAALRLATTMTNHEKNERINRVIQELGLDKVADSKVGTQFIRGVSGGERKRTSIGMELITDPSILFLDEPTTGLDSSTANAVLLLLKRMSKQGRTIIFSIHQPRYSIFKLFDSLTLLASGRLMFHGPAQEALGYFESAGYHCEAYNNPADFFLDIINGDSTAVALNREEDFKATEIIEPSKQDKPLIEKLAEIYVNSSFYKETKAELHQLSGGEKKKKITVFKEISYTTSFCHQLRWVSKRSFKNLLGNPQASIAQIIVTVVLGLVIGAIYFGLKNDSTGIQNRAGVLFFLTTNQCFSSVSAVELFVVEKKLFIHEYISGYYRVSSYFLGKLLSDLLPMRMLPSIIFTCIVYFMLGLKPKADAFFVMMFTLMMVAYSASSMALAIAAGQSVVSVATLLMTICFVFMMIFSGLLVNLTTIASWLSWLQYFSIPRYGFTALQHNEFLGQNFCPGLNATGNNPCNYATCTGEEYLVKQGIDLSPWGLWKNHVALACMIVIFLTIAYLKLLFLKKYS
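Measure – % inhibition of efflux relative to nicardipine and DMSO · Test system – ABCG2 IgMXP3 and barcoded ABCB1 CCRF-Adr cell mix · Control set – nicardipine as high control, DMSO as low control · Compound – one concentration, 6.6 µM final · Signal – flow cytometry of retained JC-1 fluorescence · Timing – 10 min exposure at 25 °C with rotation, no wash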
HRas wt GTP = human HRas wildtype GTP binding, change in either direction; GTP binding activity, % at 10 µM; GST-Ras wt beads, Bodipy-FL-GTP binding, flow cytometry; actives lie on both sides; hit rate 0.14% among 190,000; AID 759; P01112;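 active = GTP binding activity at least 20% away from the 100% baseline, either lowered as inhibitor or raised as activator; inconclusive = flagged as likely green fluorescent, judged across all proteins in the well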;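 also: 0% = unlabeled GTP competition control and 100% = no-compound control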
Target sequence (P01112 whole entry, looked up): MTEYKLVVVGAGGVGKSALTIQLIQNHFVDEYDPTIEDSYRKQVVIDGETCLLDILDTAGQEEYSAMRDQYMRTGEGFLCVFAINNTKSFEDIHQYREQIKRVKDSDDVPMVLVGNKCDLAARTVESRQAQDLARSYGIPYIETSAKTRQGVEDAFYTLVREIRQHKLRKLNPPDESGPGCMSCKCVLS
Rab7 wt modul = modulators of GTP binding to dog Rab7 wildtype GTPase | hit rate 0.055% among 190,000 | GTP binding activity (percent of control), % at 10 µM | GST-Rab7 beads, fluorescent GTP binding, flow cytometry; actives lie on both sides; untreated = 100%, excess cold GTP = 0% | AID 758;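 active = fluorescent GTP binding to Rab7 beads changed by at least 20 points from the 100% baseline, either direction, mostly lower; inconclusive = compound itself probably fluorescent, or too few beads counted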;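 also: median green fluorescence of bound Bodipy-FL-GTP per Rab7 bead population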
Cdc42 wt GTP = modulators (inhibitors or activators) of GTP binding to human Cdc42 wildtype; P60953; GST-Cdc42 beads, Bodipy-GTP binding, flow cytometry; actives lie on both sides; percent activity (GTP binding), % at 10 µM; hit rate 0.2% among 190,000; AID 761;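 active = percent activity GTP binding at least 20 points away from the 100% baseline, either down as inhibitor or up as activator; inconclusive = compound flagged as likely green fluorescent from well-wide comparison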;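 also: median bead fluorescence of bound Bodipy-FL-GTP at 100 nM; 0% = excess unlabeled GTP control and 100% = no compound control; below 100% means less GTP binding so inhibitor and above means activator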
Target sequence (P60953 whole entry, looked up): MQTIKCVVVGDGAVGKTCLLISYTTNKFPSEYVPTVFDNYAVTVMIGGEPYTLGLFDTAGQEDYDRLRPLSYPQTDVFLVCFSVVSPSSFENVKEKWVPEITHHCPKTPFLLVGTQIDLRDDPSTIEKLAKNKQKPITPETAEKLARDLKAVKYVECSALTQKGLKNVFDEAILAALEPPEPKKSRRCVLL
Rac1 act GTP bind = modulators of GTP binding to human Rac1 activated mutant | GST-Rac1 activated beads, fluorescent GTP binding, flow cytometry; actives lie on both sides; 100% means binding = to untreated wells | percent activity (GTP binding), % at 10 µM | hit rate 0.11% among 190,000 | AID 764;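 active = GTP binding at least 20 percentage points away from the 100% baseline, in either direction, so actives lie on both sides; inconclusive = Compound likely fluorescent itself, or too few beads counted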
Rab2 wt GTP = changes GTP binding to wildtype dog Rab2A, up or down; GST-Rab2 wt beads, Bodipy-GTP binding, flow cytometry; GTP binding activity, % at 10 µM; hit rate 0.19% among 190,000; AID 760;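 active = GTP binding activity at least 20 points away from 100%, either lowered or raised; inconclusive = signal likely due to the compound's own green fluorescence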;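 also: 0% = beads with excess unlabeled GTP and 100% = no-compound control corrected for plate trend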
* = called active by the depositor; ? = inconclusive; · = no result given. Rows are unselected; 1.1% or so of the library scored in one or more.

SMILES | GSH bead fluor | Rac1 wt modul | Pf gamet viab | ABCB1 inh | Avidin bead fluor | ABCG2 block | HRas wt GTP | Rab7 wt modul | Cdc42 wt GTP | Rac1 act GTP bind | Rab2 wt GTP
CC1=Nc2ccccc2/C1=C\c1nc(-c2ccc(C(F)(F)F)cc2)oc1O | 15 | 101.0 | · | 44.1* | 24 | 49.2 | 101.0 | 102.0 | 102.0 | 100.0 | 103.0
Cc1cc(C)nc(SCC(=O)c2c(N)n(C)c(=O)n(C)c2=O)n1 | 14 | ? | · | 0.1 | 44 | 0.4 | ? | ? | ? | ? | ?
CCOc1ccc(C2c3cc(OC)c(OC)cc3CC(=O)N2c2ccccc2)cc1 (stereo not given) | 11 | 101.0 | 19.7 | 1.1 | 18 | 2.5 | 103.0 | 109.0 | 101.0 | 96.0 | 106.0
Nc1nc2ccc(O)cc2s1 | 187* | 102.0 | -4.4 | -0.1 | 5 | -0.6 | 99.0 | 100.0 | 98.0 | 98.0 | 99.0
COc1ccc(/C(O)=C/C(=O)C(=O)Nc2c(C)n(C)n(-c3ccccc3)c2=O)cc1 | 22 | 100.0 | 2.0 | 1.5 | 10 | 5.9 | 102.0 | 100.0 | 103.0 | 100.0 | 104.0
O=C(Nc1ccc(OCc2ccccc2)cc1)c1ccccc1 | 11 | 102.0 | · | 0.0 | 27 | 0.4 | 102.0 | 111.0 | 100.0 | 100.0 | 101.0
COc1ccc(-c2nc3nc(N)nn3cc2C)cc1F | 19 | 98.0 | 19.3 | 1.2 | 7 | 2.9 | 95.0 | 93.0 | 96.0 | 97.0 | 98.0
COc1cc(/C=C2/C(C)=C(C#N)c3nc(N)c(C#N)c(C)c32)ccc1OCC(=O)O | 14 | 87.0 | -14.8 | -0.2 | 10 | -0.5 | 85.0 | 87.0 | 80.0 | 80.0 | 81.0
Cc1cc(NC(=S)Nc2ccccc2)ccc1Br | 18 | 103.0 | -4.7 | 0.2 | 11 | 1.9 | 105.0 | 103.0 | 103.0 | 100.0 | 105.0
Cc1cccc(NC(=S)NCc2ccc3c(c2)cc(C)n3C)c1C | 19 | 98.0 | · | 0.0 | 11 | 0.8 | 92.0 | 96.0 | 98.0 | 93.0 | 97.0
Cc1cc(C(=O)NCc2ccc(S(N)(=O)=O)cc2)c(C)o1 | 11 | 100.0 | -23.7 | 0.2 | 11 | 0.5 | 100.0 | 99.0 | 103.0 | 101.0 | 99.0
O=C(/C=C/c1ccc([N+](=O)[O-])cc1)NCCSCc1ccco1 | 10 | 101.0 | -14.7 | 1.1 | 9 | 54.6 | 97.0 | 100.0 | 100.0 | 96.0 | 95.0
CCCCC(=O)Nc1sc2c(c1C(N)=O)CCC2 | 10 | 104.0 | · | 0.7 | 34 | 7.8 | 99.0 | 100.0 | 100.0 | 102.0 | 99.0
O=C(NCc1ccco1)c1cccc2ccccc12 | 33 | 101.0 | · | 0.0 | 7 | -6.4 | 98.0 | 99.0 | 99.0 | 98.0 | 99.0
Cc1ccc(CCSCC(=O)O)cn1 | 36 | 109.0 | -61.5 | 0.8 | 14 | 1.5 | 105.0 | 105.0 | 107.0 | 100.0 | 104.0
N#Cc1ccc(N2CCc3ccccc3C2)c([N+](=O)[O-])c1 | 18 | 102.0 | · | 0.6 | 10 | 3.1 | 97.0 | 100.0 | 99.0 | 99.0 | 98.0
S=c1[nH]ncn1/N=C/c1ccccc1 | 15 | 111.0 | 16.3 | 0.3 | 8 | 1.6 | 104.0 | 102.0 | 104.0 | 99.0 | 103.0
CC1=CC(C)(C)Nc2ccc(OC(=O)c3ccco3)cc21 | 38 | ? | · | 0.0 | 11 | 2.2 | ? | ? | ? | ? | ?
CS(=O)(=O)Nc1ccc2[nH]c(=O)[nH]c2c1 | 11 | 96.0 | · | 0.2 | 25 | 3.2 | 93.0 | 95.0 | 96.0 | 96.0 | 94.0
CCOC(=O)C(C(=O)c1ccccc1)C1CC(C)NC(=S)N1 (stereo not given) | 9 | 104.0 | · | 0.1 | 1 | 1.7 | 103.0 | 101.0 | 100.0 | 102.0 | 99.0
O=C(N/N=C/c1cccnc1)C(O)(c1ccccc1)c1ccccc1 | 34 | 102.0 | · | 0.4 | 12 | 3.8 | 102.0 | 102.0 | 101.0 | 99.0 | 99.0
CCCN1CCC(N2CCN(c3cccc(C(F)(F)F)c3)CC2)CC1 | 36 | 100.0 | · | -0.2 | 9 | -1.1 | 100.0 | 101.0 | 99.0 | 98.0 | 102.0
CC(NC(=O)c1ccccc1NS(C)(=O)=O)c1ccccc1 (stereo not given) | 25 | 98.0 | · | 0.9 | 29 | 2.3 | 98.0 | 98.0 | 98.0 | 98.0 | 98.0
COc1ccc(S(=O)(=O)N(Cc2cccs2)C2CCCC2)cc1 | 33 | 102.0 | 4.2 | 2.5 | 10 | 9.4 | 100.0 | 98.0 | 101.0 | 97.0 | 98.0
CCOC(=O)C1CCN(C(=O)c2cccc(C(=O)N3CCC(C(=O)OCC)CC3)c2)CC1 | 34 | 93.0 | · | 0.4 | 11 | 4.8 | 95.0 | 92.0 | 97.0 | 94.0 | 94.0
CC(C)CCN1C(=O)CCC1(C)C(=O)NC1CCCCCC1 (stereo not given) | 10 | 106.0 | · | 0.2 | 18 | 0.0 | 99.0 | 101.0 | 104.0 | 98.0 | 99.0
Cc1cccc2c(=O)c(Br)c(C)n(Cc3ccccc3)c12 | 16 | 95.0 | · | -0.3 | 8 | 12.2 | 96.0 | 93.0 | 96.0 | 92.0 | 96.0
CCC1=NN(C(=O)Cc2ccc([N+](=O)[O-])cc2)C(O)(c2ccncc2)C1 (stereo not given) | 19 | 98.0 | -0.1 | 1.1 | 14 | 5.3 | 96.0 | 93.0 | 95.0 | 95.0 | 98.0
CCC(=O)NC(c1cccs1)c1ccc2cccnc2c1O (stereo not given) | 11 | 99.0 | 3.5 | 0.0 | 3 | 4.5 | 100.0 | 105.0 | 97.0 | 95.0 | 101.0
CCCCn1c(N)c(C(=S)NC(=O)CC(C)(C)C)c(=O)n(C)c1=O | 11 | 97.0 | 12.6 | -0.3 | 2 | 0.1 | 95.0 | 96.0 | 98.0 | 91.0 | 95.0
Cc1c(Cl)cccc1NC(=O)c1cccc(NC(=O)CCC(=O)O)c1 | 38 | 107.0 | -30.7 | -0.4 | 7 | 1.2 | 102.0 | 100.0 | 105.0 | 101.0 | 99.0
Cc1ccc(-n2cccn2)cc1 | 28 | 99.0 | 6.8 | 0.3 | 15 | 3.9 | 94.0 | 95.0 | 98.0 | 95.0 | 97.0
COc1ccc(/C=C(\NC(=O)c2ccc(C)cc2)C(=O)Nc2c(C)n(C)n(-c3ccccc3)c2=O)cc1 | 14 | 95.0 | -3.0 | 0.4 | 21 | 1.3 | 91.0 | 88.0 | 92.0 | 94.0 | 91.0
COc1ccccc1/C=c1\sc2nc(-c3ccccc3OC)nn2c1=O | 13 | 102.0 | · | 0.1 | 37 | 0.2 | 102.0 | 102.0 | 105.0 | 99.0 | 102.0
CC(=O)N1CCN(S(=O)(=O)c2cccc(C(=O)Nc3ccc4c(c3)CCC4)c2)CC1 | 30 | 105.0 | · | 0.8 | 6 | 30.5 | 101.0 | 99.0 | 104.0 | 100.0 | 101.0
O=C(CSc1ccccn1)N/N=C/c1c[nH]c2ccccc12 | 10 | 88.0 | · | 0.5 | 17 | 5.0 | 91.0 | 96.0 | 94.0 | 93.0 | 93.0
COc1ccc(C(=O)Nn2cc3c(c2-c2ccccc2)c(=O)n(C)c(=O)n3C)cc1 | 28 | 102.0 | · | 0.4 | 8 | 1.5 | 98.0 | 98.0 | 102.0 | 99.0 | 100.0
CCOc1ccc(C(=O)NCC(=O)N2CCc3ccccc3C2)cc1OCC | 71 | 100.0 | -20.3 | 0.4 | 12 | 1.7 | 98.0 | 98.0 | 97.0 | 99.0 | 98.0
CCCC[C@@H]1CNC(=S)N1CCc1cccc(F)c1 | 20 | 98.0 | -2.0 | 0.0 | 6 | 1.1 | 98.0 | 101.0 | 96.0 | 96.0 | 97.0
Cc1cccc(/C(N)=N/OC(=O)CCc2ccccc2)c1 | 27 | 107.0 | 15.2 | -0.7 | 10 | 27.8 | 104.0 | 102.0 | 101.0 | 99.0 | 102.0
CS(=O)(=O)N1CCN(C(=S)NCc2ccc(Cl)cc2)CC1 | 10 | 97.0 | -20.3 | 3.2 | 2 | 5.5 | 97.0 | 104.0 | 96.0 | 95.0 | 100.0
Cc1cccn2cc(-c3cccc(NC(=O)c4cccs4)c3)nc12 | 14 | 89.0 | · | 0.1 | 5 | -0.1 | 93.0 | 100.0 | 91.0 | 89.0 | 94.0
Cn1c(SCc2ccc(Br)cc2)nnc1-c1cccs1 | 34 | 96.0 | -3.8 | 1.3 | 15 | 6.2 | 97.0 | 97.0 | 95.0 | 93.0 | 95.0
N#Cc1c(NC(=O)c2cc(-n3cnnc3)ccc2Cl)sc2c1CCCC2 | 14 | 96.0 | -4.0 | 0.6 | 35 | 3.4 | 98.0 | 96.0 | 98.0 | 97.0 | 96.0
N/C(=N\OC(=O)Cc1ccccc1)c1cccnc1 | 9 | 107.0 | · | 0.0 | 8 | 0.1 | 103.0 | 105.0 | 106.0 | 104.0 | 102.0
CCC(=O)N(CC(=O)Nc1sc(C)c(C)c1C(N)=O)C1CCCC1 | 21 | 95.0 | 10.9 | 0.8 | 9 | 7.2 | 97.0 | 97.0 | 99.0 | 95.0 | 100.0
CCC(C)(C)NC(=O)C(c1ccc(F)cc1)N(Cc1ccccc1)C(=O)c1cnccn1 (stereo not given) | 28 | 100.0 | 9.1 | 1.5 | 11 | 1.3 | 100.0 | 102.0 | 99.0 | 95.0 | 102.0
CCCN1CNc2c(c(=O)[nH]c(=S)n2-c2ccccc2Cl)C1 | 11 | 95.0 | 10.4 | 0.4 | 4 | 3.0 | 97.0 | 103.0 | 94.0 | 96.0 | 98.0
Cc1ccc(NC(=O)COC(=O)CCNS(=O)(=O)c2ccc(C)c(C)c2)cc1 | 8 | 101.0 | · | -0.5 | 2 | 2.0 | 98.0 | 95.0 | 97.0 | 99.0 | 100.0
Cc1cccc(OCCCC(=O)Nc2ccc(N3CCCCC3)cc2)c1 | 10 | 104.0 | -7.8 | 0.1 | 16 | -0.1 | 106.0 | 104.0 | 103.0 | 100.0 | 103.0
O=C(NNC(=S)Nc1ccc(Cl)cc1Cl)c1ccc(N2CCOCC2)c([N+](=O)[O-])c1 | 10 | 96.0 | 22.3 | · | 17 | 1.2 | 95.0 | 94.0 | 94.0 | 93.0 | 93.0
N#CCSc1nnc(-c2ccccc2O)n1Cc1ccccc1 | 24 | 104.0 | · | 0.5 | 34 | 4.7 | 99.0 | 97.0 | 101.0 | 100.0 | 101.0
